# Compound activity as filed in PubChem.
# 14-3-3 Bad inh – disrupts binding of bovine 14-3-3 zeta to phospho-Bad peptide; TR-FRET 14-3-3zeta/Dy647-pBad peptide displacement, 1 h; AID 781; P63103; 0.71% of 220,000 active; inhibition, % at 21.7 µM;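 active means inhibition above about 70%, limit read from the data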;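 further: 0% = full 14-3-3 plus peptide FRET controls and 100% = background without 14-3-3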
# Target sequence (P63103 whole entry, looked up): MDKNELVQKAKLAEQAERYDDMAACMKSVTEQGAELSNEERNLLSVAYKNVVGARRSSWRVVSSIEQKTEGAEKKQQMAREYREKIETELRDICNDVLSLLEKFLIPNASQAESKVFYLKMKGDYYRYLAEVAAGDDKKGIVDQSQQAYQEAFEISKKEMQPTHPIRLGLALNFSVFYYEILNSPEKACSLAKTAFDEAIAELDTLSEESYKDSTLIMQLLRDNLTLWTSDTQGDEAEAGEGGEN
# Runt-CBFb FRET – Runt domain-CBFb interaction inhibition | Cerulean-Runt/Venus-CBFb FRET ratio 530/480, 1 h | AID 1496 | 0.46% of 220,000 active | Q01196+Q13951 | inhibition, % at 20 µM;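 active means inhibition over about 50% at 20 µM in the single-dose screen, limit read from the data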;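 further: 0% = DMSO wells and 100% = excess unlabeled CBFb competitor control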
#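 Buffer or medium: Tris pH 7.5 buffer with BSA. Assay system: Cerulean-labeled Runt domain protein. Amount: each fluorescent fusion protein 100 nM. Read-out basis: loss of energy transfer signal. Incubation: 1 h compound exposure, room temperature. Probe or stimulus: Venus-CBFb binding partner, 100 nM. Detection: FRET, excitation 422 nm, emission at 530 and 480 nm.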
# Runt-SMMHC FRET – blocks binding of human RUNX1 Runt domain to CBFb-SMMHC; Cerulean-Runt/Venus-CBFb-SMMHC FRET ratio 530/480, 1 h; Q01196+Q13951; 0.74% of 220,000 active; inhibition, % at 20 µM;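 active means mean inhibition across duplicate retests at 20 µM reaching about 50%, limit read from the data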;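 further: 0% = DMSO wells and 100% = wells with excess untagged CBFb-SMMHC; inhibitors lower the FRET ratio by blocking Runt binding to CBFb-SMMHC; some results filed as inactive read as strong as hits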
# EBV gp42 inh – blocks Epstein-Barr virus glycoprotein 42 binding; Q1HVG2; Fluorescence polarization binding assay, mP read-out; inhibition, % (tested at 21.74 µM); 0.42% of 220,000 active; AID 1085; in the data active means inhibition above about 50%
# Target sequence (Q1HVG2 whole entry, looked up): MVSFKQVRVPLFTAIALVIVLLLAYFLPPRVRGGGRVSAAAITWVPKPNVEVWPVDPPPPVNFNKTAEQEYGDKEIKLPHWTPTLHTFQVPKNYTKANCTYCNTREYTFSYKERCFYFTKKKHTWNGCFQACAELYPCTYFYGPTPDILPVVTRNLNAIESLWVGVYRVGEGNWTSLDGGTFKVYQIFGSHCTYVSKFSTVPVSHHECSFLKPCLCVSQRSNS
# Hck Nef HTS – human Hck-Nef kinase inhibition | P08631 | Recombinant Hck-YEEI plus Nef, Z-Lyte FRET kinase assay | inhibition, % at 20 µM | 0.68% of 220,000 active;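 active means Hck-Nef kinase inhibition above about 50%, limit read from the data; inactive means inhibition below that limit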;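 further: 0% = DMSO with Hck plus Nef and 100% = Hck alone without Nef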
# p47phox inh – inhibitors of human p47phox binding; P14598; p47phox/p22phox peptide binding, fluorescence polarization, 2 h; inhibition, % at 24.7 µM; 0.53% of 220,000 active; AID 1274;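 active means inhibition above about 30%, limit read from the data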;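 further: 0% = p47phox with labelled peptide and 100% = labelled peptide alone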
# L929 necroptosis – blocks zVAD induced death of L929 cells. viability rescue, % at 10 µM. L929 zVAD necroptosis rescue, ATP luminescence, 24 h; with zVAD 60 µM. 0.38% of 220,000 active. AID 1377;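 active means activation, scaled between plate controls, above about 75%, limit read from the data; inactive means activation under that limit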;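 further: 0% = zVAD with DMSO and 100% = DMSO alone without zVAD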
# MDM2 E3 inh – inhibitors of human Mdm2 E3 ubiquitin ligase; Q00987; cell-based MDM2 ubiquitination luciferase reporter, 2 h; 0 = plate control, 100 = twice control, blank-subtracted; signal enhancement, % at 5 µM; 0.11% of 210,000 active;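 active means signal enhancement of 30% or more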;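 further: luminescence tracks abundance of the self-degrading MDM2-luciferase fusion protein; higher signal means inhibition of MDM2 E3 ligase activity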
# Target sequence (Q00987 whole entry, looked up, the tested form may be a part): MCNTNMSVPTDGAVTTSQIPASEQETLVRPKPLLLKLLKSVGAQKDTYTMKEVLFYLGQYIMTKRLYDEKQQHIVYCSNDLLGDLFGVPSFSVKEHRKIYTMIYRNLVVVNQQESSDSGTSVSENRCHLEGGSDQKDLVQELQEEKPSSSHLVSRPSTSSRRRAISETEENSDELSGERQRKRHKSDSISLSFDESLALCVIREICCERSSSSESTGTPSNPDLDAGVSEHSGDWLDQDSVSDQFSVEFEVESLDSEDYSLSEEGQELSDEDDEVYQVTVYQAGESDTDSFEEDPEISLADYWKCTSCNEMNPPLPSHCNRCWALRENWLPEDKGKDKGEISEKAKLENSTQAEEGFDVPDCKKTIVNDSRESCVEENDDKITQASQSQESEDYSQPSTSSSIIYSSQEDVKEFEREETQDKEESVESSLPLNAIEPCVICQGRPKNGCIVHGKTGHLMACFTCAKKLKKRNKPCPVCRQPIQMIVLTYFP
#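 Timing – 2 h compound exposure at 37 °C · Assay system – mammalian cells stably expressing self-ubiquitinating, self-degrading MDM2 E3–luciferase fusion · Amount – 2000 cells seeded into each well · Measure – % luminescence enhancement versus blank-corrected plate control mean · Measured by – SteadyLite luminescence, 15 min reagent step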
# Tb hexokinase – T. brucei hexokinase 1 inhibition; recombinant TbHK1, G6PDH-coupled NADH A340; inhibition, % at 10 µM; 0.11% of 220,000 active;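 active means inhibition of 50% or more in the single-dose primary screen; inactive means inhibition below 50%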
# Active calls of the source: *; [ ] = remark or other dose. Hits appear at their usual frequency. About 3.2% of those tested had a hit in this group.
# Codes – A = 14-3-3 Bad inh; B = Runt-CBFb FRET; C = Runt-SMMHC FRET; D = EBV gp42 inh; E = Hck Nef HTS; F = p47phox inh; G = L929 necroptosis; H = MDM2 E3 inh; I = Tb hexokinase
> Cc1cc(C)nc(-n2nc(C)cc2NC(=O)CNC(C)c2ccccc2)n1 (configuration not stated)
  A: -3	B: 0	C: 22	D: 0	E: -2	F: -12	G: 0.0	H: 4	I: -6

> Cn1c2ccc(F)cc2c2ncn(CCN3CCOCC3)c(=O)c21
  A: -9	B: -1	C: 0	D: 5	E: 0	F: 1	G: 0.4	H: -17	I: -12

> O=C(Cn1cnc2cc([N+](=O)[O-])ccc2c1=O)Nc1ccccc1Cl
  A: -6	B: 0	C: -6	D: -12	E: 11	F: -6	G: 1.2	H: 5	I: -15

> Cc1noc(C)c1C(=O)OCC(=O)Nc1cccc(S(=O)(=O)N(C)C)c1
  A: -3	B: 3	C: 1	D: -16	E: 2	F: -5	G: 1.2	H: -5	I: 29

> COc1ccc(OC)c(C(=O)CN2CCN(S(=O)(=O)c3ccc(Br)cc3)CC2)c1
  A: 22[fluorescence artefact?]	B: 1	C: 1	D: -11	E: -6	F: -27	G: 0.0	H: -2	I: -3

> CCOc1ccc(C(=O)Nc2ccc(N3CCN(C(C)=O)CC3)cc2)cc1[N+](=O)[O-]
  A: -12	B: 3	C: -2	D: -5	E: -4	F: -3	G: 2.0	H: 12	I: -5

> CC(C)(C)NC(=O)C1Cc2ccccc2CN1 (configuration not stated)
  A: 0	B: 0	C: -2	D: -4	E: 12	F: -3	G: -3.4	H: -36	I: 7

> c1ccc(-c2nnc3sc(Cc4cccs4)nn23)cc1
  A: -1	B: -4	C: -1	D: 6	E: 5	F: 5	G: -0.3	H: -13	I: 4

> O=[N+]([O-])c1cc(S(=O)(=O)Nc2ccccc2)ccc1-n1nnc2ccccc21
  A: -3	B: -3	C: 1	D: -8	E: 0	F: -4	G: 1.0	H: -8	I: -1

> COc1ccc(/C=N/NC(=O)CCn2nc(C)cc2C)cc1
  A: -1	B: 0	C: -17	D: -16	E: -2	F: 6	G: -0.8	H: -7	I: -6

> COc1ccc(/C=N/n2c(-c3ccc(C)cc3)n[nH]c2=S)cc1OC
  A: -13	B: 13	C: 21	D: -2	E: 15	F: -3	G: -0.8	H: -3	I: -7

> Fc1ccc(C(CCCn2nnc(-c3cccnc3)n2)c2ccc(F)cc2)cc1
  A: -6[fluorescence artefact?]	B: 0	C: -3	D: -11	E: 1	F: -17	G: 0.0	H: -19	I: 10

> O=C(CNC(=O)c1ccc(Br)cc1)OCc1cc([N+](=O)[O-])cc2c1OCOC2
  A: -6	B: -3	C: 4	D: -3	E: 17	F: -3	G: 0.5	H: -2	I: -6

> CN(c1ccc(C(=O)NCCSCc2ccc(Cl)cc2)cc1)S(=O)(=O)c1ccccc1
  A: -9	B: 2	C: -7	D: 3	E: 3	F: -5	G: 0.0	H: 0	I: 6

> Cc1c(C(=O)NCc2ccccn2)oc2ccc(S(=O)(=O)N3CCOCC3)cc12
  A: 1	B: 3	C: -1	D: 24	E: -12	F: 50*	G: 1.0	H: -13	I: 0

> COc1ccc(CNC(=O)C(C)N(Cc2ccco2)C(=O)c2snc(C(N)=O)c2N)cc1 (configuration not stated)
  A: -3	B: 2	C: 2	D: 4	E: 4	F: 0	G: -0.1	H: -6	I: 4

> O=C(CSc1nccc(=O)[nH]1)Nc1cccc(S(=O)(=O)N2CCOCC2)c1
  A: 1	B: 2	C: -1	D: 8	E: 3	F: 0	G: -0.2	H: -11	I: 6

> CCOc1ccc(CNC(=O)CCn2c(=O)oc3ccccc32)cc1
  A: -3	B: -1	C: -2	D: -29	E: 1	F: -5	G: -0.1	H: -21	I: -3

> Fc1ccc(OCCOCCNCC2CCCO2)cc1 (configuration not stated)
  A: 12[fluorescence artefact?]	B: -2	C: -3	D: -20	E: -1	F: -3	G: -0.3	H: -12	I: 3

> CCCC(C)C(=O)Nc1ccccc1C(=O)OCC (configuration not stated)
  A: -7	B: 2	C: 0	D: -9	E: 3	F: -9	G: 0.3	H: -8	I: -2

> CCCn1c(C2CC(=O)N(c3ccc(C)cc3)C2)nc2ccccc21 (configuration not stated)
  A: 0	B: -1	C: 1	D: -6	E: 2	F: 3	G: -0.1	H: -8	I: 4

> Cn1cnc(S(=O)(=O)Nc2ccccc2N2CCOCC2)c1
  A: -11	B: 1	C: 1	D: 6	E: 4	F: 3	G: -0.2	H: -11	I: 1

> CC(CCc1ccccc1)NC(=O)/C=C/c1ccccc1 (configuration not stated)
  A: -2	B: -2	C: -3	D: -4	E: 0	F: -11	G: 0.9	H: -8	I: 3

> Cc1nc(C)c2c(=O)cc(-c3ccccc3)[nH]c2n1
  A: 9	B: 2	C: -3	D: -20	E: -5	F: 21	G: 0.0	H: -17	I: -9

> CN(/N=C/c1ccncc1)C1=NS(=O)(=O)c2ccccc21
  A: 79*	B: -2	C: -1	D: -5	E: 2	F: -11	G: 0.6	H: 1	I: -37

# For reference, part of the list above.
# Codes – A = 14-3-3 Bad inh; B = Runt-CBFb FRET; C = Runt-SMMHC FRET; D = EBV gp42 inh; E = Hck Nef HTS; F = p47phox inh; G = L929 necroptosis; H = MDM2 E3 inh; I = Tb hexokinase
> Cc1cc(C)nc(-n2nc(C)cc2NC(=O)CNC(C)c2ccccc2)n1 (configuration not stated)
  A: -3	B: 0	C: 22	D: 0	E: -2	F: -12	G: 0.0	H: 4	I: -6

> Cn1c2ccc(F)cc2c2ncn(CCN3CCOCC3)c(=O)c21
  A: -9	B: -1	C: 0	D: 5	E: 0	F: 1	G: 0.4	H: -17	I: -12

# More records follow:
# Codes – A = 14-3-3 Bad inh; B = Runt-CBFb FRET; C = Runt-SMMHC FRET; D = EBV gp42 inh; E = Hck Nef HTS; F = p47phox inh; G = L929 necroptosis; H = MDM2 E3 inh; I = Tb hexokinase
> CCN(CC)CCOC(=O)c1ccc(NC(=O)C(C)NC(=O)C23CC4CC(CC(C4)C2)C3)cc1 (configuration not stated)
  A: -14	B: -1	C: 4	D: -18	E: -1	F: -26	G: 3.6	H: -13	I: 14

> COc1ccc(NC2CC(=O)N(C)C2=O)cc1 (configuration not stated)
  A: -1	B: 2	C: -11	D: -18	E: -5	F: 1	G: 1.5	H: -16	I: 2

> Cc1cc(C)nc(SCC(=O)N/N=C/c2cccs2)n1
  A: -2	B: 0	C: 3	D: -6	E: 4	F: -5	G: 0.8	H: -3	I: -14

> COc1cccc(-c2csc(NC(=O)Oc3ccccc3)n2)c1
  A: 4	B: 1	C: 0	D: -11	E: -1	F: 0	G: -0.2	H: 0	I: -2

> COc1ccc(S(=O)(=O)NC(C)C)cc1C(=O)NC1CCCCC1
  A: -5	B: 0	C: 1	D: -1	E: 2	F: -3	G: 0.5	H: 16	I: 4

> Nc1cc(N)nc(SCC(=O)NCc2ccco2)n1
  A: -5	B: 0	C: -2	D: 2	E: 17	F: -12	G: 1.0	H: 3	I: -6

> CCOC(=O)c1cc2c(nc1N)CC(C)(C)OC2
  A: 1[fluorescence artefact?]	B: -3	C: 4	D: -7	E: 6	F: -1	G: -0.6	H: -2	I: -13

> O=C(CSc1nnc(CNC(=O)c2c(F)cccc2Cl)o1)Nc1ccc2c(c1)OCCO2
  A: 3	B: 0	C: 0	D: -14	E: 3	F: -14	G: 0.4	H: -8	I: 4

> COc1ccc(Nc2nc(N)nc(CSC(=S)N3CCN(c4ccccc4)CC3)n2)cc1
  A: 14	B: 0	C: -2	D: -5	E: 0	F: -7	G: 1.6	H: -21	I: -4

> COCCN1CCC(CNCc2cn(-c3cc(C)ccc3C)nc2-c2ccccc2)C1 (configuration not stated)
  A: 11	B: 1	C: 3	D: 5	E: 21	F: -11	G: 11	H: -12	I: 12

> O=C(Nc1cccc(S(=O)(=O)NCc2ccco2)c1)c1cc(-c2ccc(F)cc2)nc2ccccc12
  A: -9	B: -4	C: -22	D: -31	E: 1	F: -23	G: 1.6	H: 4	I: 3

> Cc1cccc(Nc2nnc(SCC(=O)NC3CCCc4ccccc43)s2)c1C (configuration not stated)
  A: 2[fluorescence artefact?]	B: -5	C: 1	D: 5	E: 0	F: -9	G: 4.5	H: -11	I: 6

> CC(=O)NC1C(=O)N(CC(C)C)c2ccccc21 (configuration not stated)
  A: -6[fluorescence artefact?]	B: 2	C: 2	D: -10	E: -12	F: -14	G: 0.5	H: 5	I: 8

> Cc1cc(C(=O)OCCO)c(C#N)c(N)n1
  A: -10[fluorescence artefact?]	B: 7	C: 18	D: -3	E: 6	F: -8	G: 0.1	H: 0	I: -2

> COc1cccc(NC(=O)c2ccc(S(=O)(=O)N3CCCCC3)cc2)c1
  A: -6	B: 0	C: 2	D: -6	E: -4	F: -15	G: 22	H: -11	I: -2

> CN(C)/C=C/C(=O)c1ccc(Br)cc1
  A: 0	B: 0	C: -4	D: -2	E: -4	F: -13	G: 9.7	H: -3	I: -25

> CC(=N/O)/C(=N\O)c1ccc(C)o1
  A: -1[fluorescence artefact?]	B: 0	C: -1	D: 0	E: 0	F: -3	G: 0.0	H: -5	I: -8

> O=C(Nc1ccccc1F)N(Cc1ccc(F)cc1)Cc1nc2ccccc2c(=O)[nH]1
  A: -8	B: 0	C: -5	D: -13	E: 20	F: 5	G: 1.1	H: -13	I: 3

# 4 of these compounds, set out differently:
# Order of values – 14-3-3 Bad inh	Runt-CBFb FRET	Runt-SMMHC FRET	EBV gp42 inh	Hck Nef HTS	p47phox inh	L929 necroptosis	MDM2 E3 inh	Tb hexokinase
- COc1ccc(S(=O)(=O)NC(C)C)cc1C(=O)NC1CCCCC1
  -5	0	1	-1	2	-3	0.5	16	4
- CN(/N=C/c1ccncc1)C1=NS(=O)(=O)c2ccccc21
  79*	-2	-1	-5	2	-11	0.6	1	-37
- CC(CCc1ccccc1)NC(=O)/C=C/c1ccccc1 (configuration not stated)
  -2	-2	-3	-4	0	-11	0.9	-8	3
- c1ccc(-c2nnc3sc(Cc4cccs4)nn23)cc1
  -1	-4	-1	6	5	5	-0.3	-13	4
